Bioassay records deposited in PubChem BioAssay by The Scripps Research Institute Molecular Screening Center.
MITF inh: inhibitors of human MITF; hit rate 0.91% among 650,000; AlphaScreen MITF homodimerization, bead proximity signal; O75030; inhibition, % at 2.6 µM; in the data active means inhibition above about 50%;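 further: 0% = vehicle wells with protein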
FBW7 act: activators of human E3 ligase FBW7 | Q969H0 | AlphaScreen FBW7–phospho-cyclin E peptide binding, activator screen | normalized activity (activation), % at 26.1 µM | hit rate 0.13% among 650,000 | AID 1259310; in the data active means normalized activity above about 1.9%;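 further: purified mutant Fbw7 with reduced substrate affinity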
Target sequence (Q969H0 whole entry, looked up): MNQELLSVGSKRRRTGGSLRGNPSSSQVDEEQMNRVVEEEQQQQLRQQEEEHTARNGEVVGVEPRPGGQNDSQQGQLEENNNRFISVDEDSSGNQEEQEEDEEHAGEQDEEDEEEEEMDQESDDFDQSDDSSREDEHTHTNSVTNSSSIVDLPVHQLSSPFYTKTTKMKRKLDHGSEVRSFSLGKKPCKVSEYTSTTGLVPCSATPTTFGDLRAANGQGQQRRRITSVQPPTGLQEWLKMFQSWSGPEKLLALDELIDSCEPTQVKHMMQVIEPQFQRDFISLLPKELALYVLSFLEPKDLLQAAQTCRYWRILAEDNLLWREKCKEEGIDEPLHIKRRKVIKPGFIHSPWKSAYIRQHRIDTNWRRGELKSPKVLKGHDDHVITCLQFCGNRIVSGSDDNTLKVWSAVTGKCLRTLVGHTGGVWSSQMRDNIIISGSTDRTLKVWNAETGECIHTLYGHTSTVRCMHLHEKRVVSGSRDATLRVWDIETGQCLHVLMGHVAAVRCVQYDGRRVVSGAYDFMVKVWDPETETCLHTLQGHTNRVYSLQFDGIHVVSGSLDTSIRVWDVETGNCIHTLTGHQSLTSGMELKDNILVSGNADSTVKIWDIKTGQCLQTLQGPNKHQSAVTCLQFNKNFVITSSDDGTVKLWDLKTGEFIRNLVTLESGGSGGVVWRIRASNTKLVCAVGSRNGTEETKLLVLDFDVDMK
TEAD-YAP block: TEAD-YAP interaction inhibition. HEK-TIYL cells, TEAD-Gal4/YAP UAS-luciferase luminescence. inhibition, % at 9.12 µM. hit rate 1.4% among 640,000. AID 1259422; in the data active means inhibition above about 32%;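 further: 0% = median of test compound wells and 100% = reference inhibitor wells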
GPR151 activ: human GPR151 activation. hit rate 1% among 650,000. PathHunter beta-arrestin GPR151 cells, luminescence. activation, % at 11.2 µM; in the data active means activation above about 4.9%;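 further: 0% = median of compound wells and 100% = cells with positive control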
Target sequence (Q8TDV0 whole entry, looked up): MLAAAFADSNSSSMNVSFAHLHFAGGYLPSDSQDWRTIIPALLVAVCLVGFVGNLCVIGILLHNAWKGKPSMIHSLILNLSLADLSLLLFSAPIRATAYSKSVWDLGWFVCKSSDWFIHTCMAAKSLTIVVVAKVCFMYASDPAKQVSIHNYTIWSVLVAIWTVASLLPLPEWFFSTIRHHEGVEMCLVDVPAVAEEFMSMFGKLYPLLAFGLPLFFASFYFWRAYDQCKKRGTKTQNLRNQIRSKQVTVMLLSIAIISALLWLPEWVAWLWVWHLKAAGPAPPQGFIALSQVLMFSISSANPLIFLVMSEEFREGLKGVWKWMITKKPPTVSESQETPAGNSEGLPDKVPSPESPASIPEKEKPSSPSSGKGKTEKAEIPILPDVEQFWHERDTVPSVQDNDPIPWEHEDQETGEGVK
An asterisk follows results filed as active; x = no result given; & = joins results of further samples.

SMILES	MITF inh	FBW7 act	TEAD-YAP block	GPR151 activ
COCC(=O)N1CCN(c2cc(Cl)ccc2C)CC1	-2	-0.2	4	0.0
CN(CCc1ccccn1)C(=O)c1cc2nc(-c3ccc(F)cc3)cc(C(F)(F)F)n2n1	-7	-0.1	-9	3.6
CC(CO)NCc1cc2cc3c(cc2nc1N1CCOCC1)CCC3 (stereo not given)	-20	0.1	-12	-1.8
Cc1cc(C)cc(Oc2c(C(F)(F)F)oc3c(CN(C)C)c(O)ccc3c2=O)c1	-2	-0.1	-3	-0.8
O=C(NCc1ccc(Cl)cc1)c1ccc2c(c1)N(Cc1cccc(Cl)c1)C(=O)CS2	0	-0.1	-4	1.3
COc1ccc(-c2cc(=O)c3c(OC)c(OC)c(OC)c(OC)c3o2)cc1	2	0.1	-8	1.2
COc1ccc(OC)c(NC(=O)c2ccc(N3C(=O)CCC3=O)cc2)c1	-2	0.3	0	-0.1
COc1ccc(F)c(CN2CCC(Oc3cc(C(=O)NC4CC4)ccc3OC)CC2)c1	4	-0.1	2	3.2
COc1ccc(C2CC(=O)C3=C(C2)NC(C)=C(C(=O)OC2CCCCC2)C3c2ccccc2F)cc1OC (stereo not given)	10	0.7	18	-0.8
COc1ccc(C2(CNC(=O)c3ccc(NC(C)=O)cc3)CCOCC2)cc1	7	-0.1	4	1.3
CCOC(=O)Cn1c(=O)oc2cc(S(=O)(=O)N3CCc4ccccc43)ccc21	-6	0.1	-7	1.0
CCOC(=O)C1=C(C)N=c2s/c(=C/c3ccc(-c4ccccc4C(=O)OC)o3)c(=O)n2C1c1ccc(OC)c(OC)c1 (stereo not given)	1	0.0	5	-0.1
Cc1cc(C)n2c(SCC(=O)N3CCN(Cc4ccccc4)CC3)nnc2n1	-7	-0.1	6	0.2
CCOC(=O)c1c(C)nc2n(CCN(CC)CC)c3ccccc3n12	17	0.0	-3	1.1
COc1ccc(CCNc2nc(OC)nc(-c3ccc(C(=O)N4CCN(C)CC4)cc3)n2)cc1	0	-0.1	-5	0.8
Cc1cc(=O)n2c(c1C#N)SCCC2	-5	-0.2	-8	0.1
Cc1cc(C)nc(NC(=O)c2c(Cl)cccc2Cl)n1	2	-0.2	11	0.5
O=C(NCC1CCCN(C2CCOCC2)C1)C1(c2ccc(Cl)cc2)CC1 (stereo not given)	0	0.1	8	-0.1
CCCCC[C@H](O)/C=C/[C@@H]1[C@H](C/C=C\CC(=O)O)[C@@H](O)C[C@H]1O	6	x	x	-1.0
COc1ccccc1C1OCC2C(C)C=C(C)C1C2C (stereo not given)	-14	0.2	7	4.5
COCCNC(=O)C(C)N1c2cccc3cccc(c23)S1(=O)=O (stereo not given)	-3	0.2	-5	-0.7
CC1=C(C(=O)OCC(C)C)C(c2ccc(Cl)cc2)C2=C(CC(c3ccc(Cl)cc3)CC2=O)N1 (stereo not given)	-6	-0.1	-4	1.5
CCOC(=O)c1cc(CC)sc1NC(=O)c1cc(-c2ccc(C(C)C)cc2)nc2ccccc12	4	0.0	5	1.7
O=C1Nc2cc(C(=O)N3CCc4ccccc4C3)ccc2Nc2ccccc21	0	-0.1	-18	0.6
CCOC(=O)C1=C(C)N=c2s/c(=C\c3ccc(OCc4ccc([N+](=O)[O-])cc4)c(OCC)c3)c(=O)n2C1c1ccc(N(C)C)cc1 (stereo not given)	-7	0.1	-5	-0.2

(cont.)
SMILES	MITF inh	FBW7 act	TEAD-YAP block	GPR151 activ
CCN(C(=O)CCCl)c1nc(-c2ccc(F)cc2)cs1	9	0.1	5	-0.2
CCOCCn1c(=O)c2c(nc3n(C4CCCCC4)c(C)c(C)n23)n(C)c1=O	3	0.1	1	1.2
Cc1cccc(N2CCN(C(=O)c3ccc(N4CC5CC(C4)c4cccc(=O)n4C5)c(NC(=O)c4cc5ccccc5oc4=O)c3)CC2C)c1 (stereo not given)	0	-0.2	3	-0.7
Cc1cc(C)n2nc(C(=O)Nc3ccc(S(=O)(=O)Nc4nccs4)cc3)nc2n1	5	0.0	17	0.9
O=C(COc1ccccc1)NCc1n[nH]c(=S)n1-c1cccc(Cl)c1	2	0.5	-7	-0.3
CC(C)NC(=O)C1c2ccccc2C(=O)N(C)C1c1c[nH]c2ccccc12 (stereo not given)	1	0.1	2	-0.5
O=C1CN(C(=O)COC(=O)CCN=C2NS(=O)(=O)c3ccccc32)c2ccccc2N1	-13	0.0	3	0.7
CCOc1ccc(C(=O)N(Cc2nc(-c3ccc(C)cc3)no2)C(C)C)cc1	1	-0.1	-2	-0.4
CCCc1[nH]nc2c1C(c1cccc(I)c1)C(C(=O)OCC)=C(N)O2 (stereo not given)	19	0.0	3	0.5
CC(C)(C)c1ccc(-c2nc3cc(NC(=O)c4ccc(-c5ccc(Cl)cc5)o4)ccc3o2)cc1	8	0.0	-11	-1.2
COc1ccc(CC2(CCC(=O)N(C)Cc3ccc(F)cc3)CCC(=O)N2)c2ccccc12 (stereo not given)	7	0.4	-8	0.2
CCN(CC)C(=O)C1CCCN(c2cc(Nc3cc(OC)c(OC)c(OC)c3)ncn2)C1 (stereo not given)	17	0.0	-19	-0.2
COc1ccccc1CN1CCN(S(=O)(=O)c2ccc(C)cc2)CC1	15	0.0	-9	-0.8
CC(=O)Nc1cccc(NC(=O)c2ccc(Cl)cc2Cl)c1	-4	-0.1	-19	2.3
O=C(O)CCCCCN1C(=O)C(=O)/C(=C(\O)c2ccc([N+](=O)[O-])cc2)C1c1ccc(Br)cc1 (stereo not given)	7	0.1	4	-0.8
COC(=O)CSc1nc2c(c(=O)[nH]c(=O)n2C)n1Cc1ccc(F)cc1	-8	-0.1	3	0.6
O=C(O)/C=C/C(=O)Nc1ccc(O)cc1	-10	-0.2	-3	-0.2
CN(C)c1ncc(CN2CCN(Cc3cccs3)C(CCO)C2)s1 (stereo not given)	8	-0.1	-7	0.2
c1ccc(C(Sc2nnc(-c3ccco3)o2)c2ccccc2)cc1	-3	-0.1	-11	0.0
CC(C)CNC(=O)C(=O)NCC1OCCc2ccccc21 (stereo not given)	-8	-0.1	-3	0.3
O=[N+]([O-])c1ccn(Cc2cccc3ccccc23)n1	-2	-0.1	-2	4.3
Cc1ccc(-c2c3c(nc4sc(C(=O)c5cccs5)c(N)c24)CCCC3)cc1	0	0.0	-4	1.1
COc1cc(C(=O)Nc2ccc3nn(-c4ccccc4)nc3c2)cc(OC)c1OC	-4	0.0	5	-0.2
COc1ccc(NC(=O)C2=C(C)NC(=O)NC2c2ccc(OCC(N)=O)cc2)cc1 (stereo not given)	9	-0.1	-8	0.3
CCC(C)NC(=O)CC(C(=O)N1CCc2ccccc21)n1ccnc1 (stereo not given)	10	0.1	3	-0.5

Another view of some results above.
The line under a structure holds: MITF inh, FBW7 act, TEAD-YAP block, GPR151 activ
- COCC(=O)N1CCN(c2cc(Cl)ccc2C)CC1
 : -2, -0.2, 4, 0.0
- CCOc1ccc(C(=O)N(Cc2nc(-c3ccc(C)cc3)no2)C(C)C)cc1
 : 1, -0.1, -2, -0.4
- CCCc1[nH]nc2c1C(c1cccc(I)c1)C(C(=O)OCC)=C(N)O2 (stereo not given)
 : 19, 0.0, 3, 0.5
- COc1ccc(CCNc2nc(OC)nc(-c3ccc(C(=O)N4CCN(C)CC4)cc3)n2)cc1
 : 0, -0.1, -5, 0.8
- COc1ccc(CC2(CCC(=O)N(C)Cc3ccc(F)cc3)CCC(=O)N2)c2ccccc12 (stereo not given)
 : 7, 0.4, -8, 0.2
- Cc1cc(C)n2c(SCC(=O)N3CCN(Cc4ccccc4)CC3)nnc2n1
 : -7, -0.1, 6, 0.2

(further entries)
SMILES	MITF inh	FBW7 act	TEAD-YAP block	GPR151 activ
O=C1NC(=O)N(c2cccc([N+](=O)[O-])c2)C(=O)/C1=C/c1cccc(Br)c1	-2	-0.2	8	-0.1
CS(=O)(=O)c1ccc([C@@H](O)[C@@H](CO)NC(=O)C(Cl)Cl)cc1	-4&1	0.3&0.1	12	1.4&1.5
O=C(CN(c1ccccc1)S(=O)(=O)c1ccc(F)cc1)NC1CC2CCC1C2 (stereo not given)	0	-0.2	-9	-0.1
C/C(=N\Nc1nc2ccccc2[nH]1)c1ccc(N2CCOCC2)cc1	6	-0.5	7	-0.8
CCN1CCCC(OC(=O)NC2CCCCC2)C1 (stereo not given)	-7	-0.1	-12	0.8
Cc1cccc(CSc2nc(=O)n3ccccc3n2)c1	-7	-0.1	-10	5.2*
COC(=O)COc1ccc(C(C2=C(O)CC(C)(C)CC2=O)C2C(=O)CC(C)(C)CC2=O)cc1 (stereo not given)	8	0.1	13	0.4
O=C1SC(Nc2ccc(Br)cc2)C(=O)N1Cc1ccccc1 (stereo not given)	8	0.7	2	-0.7
O=C(O)CCN1C(=O)/C(=C/c2ccc(O)c(O)c2)SC1=S	23	-0.1	12	-3.4
OC(c1ccc(F)cc1)c1nnc(-c2ccccc2)o1 (stereo not given)	-14	0.0	-17	0.1
Cc1sc(/C=C2\C(=O)ON=C2c2ccccc2)cc1Br	-8	1.1	-6	-0.5
Cc1cc(C)n(CC(=O)O)n1	0	0.0	-6	1.2
CCOc1cc(/C=N/n2cnnc2)ccc1Oc1nc(Cl)ncc1F	2	0.8	6	0.4
CCOc1ccc([C@@H]2C[C@H]3CN(Cc4ccccc4OC)C(=O)[C@]34CCCN24)cc1	0	0.0	-8	-1.1
Cc1cc(=O)c(C(=O)NC2CC2)c(Cc2cccc(F)c2)n1CCCN1CCOCC1	-4	0.0	-8	0.0
Nc1nncn1C(=O)c1cc(Br)ccc1Cl	8	0.1	2	3.2
Cc1ccccc1C1=N/C(=C2/OC(=O)c3ccccc32)C(=O)O1	0	-0.1	-5	-0.7
C(=N\Nc1cc(N2CCCC2)nc(N2CCCC2)n1)/c1cccs1	7	0.1	1	1.4
CCOC(=O)c1c(CN2CCN(Cc3ccccc3)CC2)n(-c2ccccc2)c2cc(Br)c(OC)cc12	-9	0.1	4	1.3
CCC(C)(C)c1ccc(OCC(O)CN2CCOCC2)c(C(C)(C)CC)c1 (stereo not given)	-11	0.0	8	0.8
O=C1NC(NS(=O)(=O)c2ccc(Cl)cc2)(C(F)(F)F)C(=O)N1Cc1cccnc1 (stereo not given)	0	-0.1	3	-0.4
Cc1ccc(N(C(C)C(=O)Nc2ccccc2Br)S(C)(=O)=O)cc1 (stereo not given)	10	0.2	1	0.5
C/C(=N\O)c1oc2ccc3c(C)cc(=O)oc3c2c1C	0	0.1	6	-0.3
CCC(=O)NCc1nnc(SCC(C)C)n1C	0	0.0	2	3.5
CC1(C)CC(=O)c2cc3c(N)c(C(=O)Nc4ccccc4C(F)(F)F)sc3nc2C1	-8	0.5	-3	-1.3

Remaining list, next part
SMILES	MITF inh	FBW7 act	TEAD-YAP block	GPR151 activ
Cc1cc(N2CCCCC2)nc(N2CCOCC2)n1	-8	0.0	-2	0.8
Cc1cc(C)c2oc(-c3cccc(NC(=O)c4cc5ccccc5oc4=O)c3C)nc2c1	0	-0.1	-8	1.9
Cc1ccc(S(=O)(=O)N2CCN(Cc3nc4ccccc4n3Cc3ccccc3)CC2)s1	-7	-0.3	7	2.4
O=S1(=O)C=CC(N(c2ccc(F)cc2)S(=O)(=O)c2ccccc2)C1 (stereo not given)	9	0.0	4	1.3
Cc1cc(C)c2c(n1)nn1c(C)c(CCC(=O)Nc3cccc(Cl)c3)c(C)nc21	-1	-0.1	6	0.0
N#C/C(=C\c1ccc(-c2ccc(Cl)cc2)o1)C(=O)NCC1CCCO1 (stereo not given)	-7	0.0	-7	-0.9
Cc1cc(C)c2[nH]c(O)c(N=NC(N)=O)c2c1	-3	0.1	-10	-0.5
O=C(Nc1cccnc1)c1cc(-c2cccc(Cl)c2)on1	-1	0.1	8	-0.2
COC(=O)c1ccccc1NCNc1ccccc1C(=O)OC	10	0.1	5	0.1
Cc1ccccc1CN1CCN(CC2CC2)CC1CCO (stereo not given)	-14	0.2	-6	-1.2
CN(Cc1ccccc1)C(=O)C1CCN(S(=O)(=O)c2ccc3c(c2)OCC(=O)N3)CC1	-8	0.0	-6	6.7*
CCOc1cccc2cc(-c3nnc(NCc4ccccc4)s3)c(=O)oc12	-3	0.3	-9	-0.7
Cc1cc([N+](=O)[O-])ccc1-n1c(C)cc(C=O)c1C	6	-0.1	-7	-0.5
Cc1ccc2c(c1)C(O)(CC(=O)c1ccccn1)C(=O)N2 (stereo not given)	-1	-0.1	8	-1.0
COC(=O)c1sc2ccccc2c1NC(=O)c1ccc(OC)cc1	12	0.2	-6	0.1
O=C(OC(c1ccccc1)c1nccc2ccccc12)c1ccc(Cl)cc1 (stereo not given)	7	0.8	-2	-0.6
COCCCNc1oc(-c2ccc(F)cc2)nc1C#N	-3	-0.1	-81	-1.9
CC(=O)N(/C=C1\Sc2ccccc2C1=O)c1cc(C(F)(F)F)ccc1Cl	4	-0.1	13	-0.3
C=CCn1c(CC(=O)Nc2ccccc2C)nnc1SCC(=O)Nc1ccccc1F	20	-0.1	10	-0.7

Part of the list above, in markdown.
| molecule | MITF inh | FBW7 act | TEAD-YAP block | GPR151 activ |
| --- | --- | --- | --- | --- |
| Cc1ccccc1CN1CCN(CC2CC2)CC1CCO (stereo not given) | -14 | 0.2 | -6 | -1.2 |
| CN(Cc1ccccc1)C(=O)C1CCN(S(=O)(=O)c2ccc3c(c2)OCC(=O)N3)CC1 | -8 | 0.0 | -6 | 6.7* |
| CCOc1cccc2cc(-c3nnc(NCc4ccccc4)s3)c(=O)oc12 | -3 | 0.3 | -9 | -0.7 |
| Cc1cc([N+](=O)[O-])ccc1-n1c(C)cc(C=O)c1C | 6 | -0.1 | -7 | -0.5 |
| Cc1ccc2c(c1)C(O)(CC(=O)c1ccccn1)C(=O)N2 (stereo not given) | -1 | -0.1 | 8 | -1.0 |
| COC(=O)c1sc2ccccc2c1NC(=O)c1ccc(OC)cc1 | 12 | 0.2 | -6 | 0.1 |
| O=C(OC(c1ccccc1)c1nccc2ccccc12)c1ccc(Cl)cc1 (stereo not given) | 7 | 0.8 | -2 | -0.6 |
